NCI-60 one-dose screen, 48 h, at 10 µM unless noted. Numbers give growth in % (100 = growth as untreated, 0 = no growth, -100 = all killed).
SW-620: SW-620 colon cancer; 82,000 compounds, 5.2% hits; AID 1794795
HCT-15: HCT-15 colon cancer. AID 1794746. 82,000 compounds, 5.2% hits
HCC-2998: HCC-2998 colon cancer; 79,000 compounds, 4.7% hits
SNB-75: SNB-75 CNS cancer. 79,000 compounds, 5% hits. AID 1794750
COLO 205: COLO 205 colon cancer | 79,000 compounds, 7.3% hits
HCT-116: HCT-116 colon cancer | 82,000 compounds, 7.3% hits | AID 1794798
HT29: HT29 colon cancer; 81,000 compounds, 7.4% hits
A498: A498 renal cancer cells; 76,000 compounds, 5.4% hits
KM12: KM12 colon cancer cells; 82,000 compounds, 5% hits; AID 1794800
The depositor's hits bear a star; [ ] = remark or other dose. How the source made its calls: active means growth percent below 10; inactive means the rest.

The first six entries as a preview:
For COc1ccc(-c2ccc(SCC(=O)Nc3ccc(C#N)cc3)nn2)cc1 the results were SW-620 102, HCT-15 97, HCC-2998 104, SNB-75 94, COLO 205 127, HCT-116 87, HT29 130, A498 124 and KM12 100.
For C=C1c2c(C)nn(C)c2N(C)C23CC1C1(C)c4c(C)nn(C)c4N(C)C(C)(CC12)C3 (configuration not stated) the results were SW-620 96, HCT-15 93, HCC-2998 100, SNB-75 108, HCT-116 78, HT29 80, A498 91 and KM12 96.
COc1ccccc1NC(=O)C(N=Nc1ccc(S(=O)(=O)Nc2nccs2)cc1)C(C)=O (configuration not stated) was read as SW-620 111, HCT-15 94, HCC-2998 101, SNB-75 82, COLO 205 100, HCT-116 95, HT29 102, A498 98 and KM12 97.
Screening Cc1nn(-c2ccc(-c3ccc(OC(F)(F)F)cc3)cc2)c2nc[nH]c(=O)c12 returned SW-620 106, HCT-15 101, HCC-2998 105, SNB-75 111, COLO 205 120, HCT-116 110, HT29 95, A498 90 and KM12 100.
`CC(I)CNC1=NCC(=O)N1` (configuration not stated) gave SW-620 101, HCT-15 55, HCC-2998 83, SNB-75 92, COLO 205 50, HCT-116 77, HT29 24, A498 104 and KM12 95.
Screening O=C(Nc1ccc2c(c1)-c1ccccc1C2)C1CC(=O)N(c2ccc3c(c2)OCO3)C1 (configuration not stated) returned SW-620 75[50 µM], HCT-15 89[50 µM], HCC-2998 81[50 µM], SNB-75 -2.4*[50 µM], COLO 205 86[50 µM], HCT-116 37[50 µM], HT29 65[50 µM], A498 26[50 µM] and KM12 51[50 µM].

Results, from the start:
For COc1ccc(-c2ccc(SCC(=O)Nc3ccc(C#N)cc3)nn2)cc1 the results were SW-620 102, HCT-15 97, HCC-2998 104, SNB-75 94, COLO 205 127, HCT-116 87, HT29 130, A498 124 and KM12 100.
For C=C1c2c(C)nn(C)c2N(C)C23CC1C1(C)c4c(C)nn(C)c4N(C)C(C)(CC12)C3 (configuration not stated) the results were SW-620 96, HCT-15 93, HCC-2998 100, SNB-75 108, HCT-116 78, HT29 80, A498 91 and KM12 96.
COc1ccccc1NC(=O)C(N=Nc1ccc(S(=O)(=O)Nc2nccs2)cc1)C(C)=O (configuration not stated) was read as SW-620 111, HCT-15 94, HCC-2998 101, SNB-75 82, COLO 205 100, HCT-116 95, HT29 102, A498 98 and KM12 97.
Screening Cc1nn(-c2ccc(-c3ccc(OC(F)(F)F)cc3)cc2)c2nc[nH]c(=O)c12 returned SW-620 106, HCT-15 101, HCC-2998 105, SNB-75 111, COLO 205 120, HCT-116 110, HT29 95, A498 90 and KM12 100.
`CC(I)CNC1=NCC(=O)N1` (configuration not stated) gave SW-620 101, HCT-15 55, HCC-2998 83, SNB-75 92, COLO 205 50, HCT-116 77, HT29 24, A498 104 and KM12 95.
Screening O=C(Nc1ccc2c(c1)-c1ccccc1C2)C1CC(=O)N(c2ccc3c(c2)OCO3)C1 (configuration not stated) returned SW-620 75[50 µM], HCT-15 89[50 µM], HCC-2998 81[50 µM], SNB-75 -2.4*[50 µM], COLO 205 86[50 µM], HCT-116 37[50 µM], HT29 65[50 µM], A498 26[50 µM] and KM12 51[50 µM].
CCOc1ccc(C(C)(C)C)cc1-c1ccccc1 was read as SW-620 96, HCT-15 108, HCC-2998 98, SNB-75 95, COLO 205 104, HCT-116 110, HT29 100, A498 88 and KM12 104.
For N[C@@H](CC/[N+]([O-])=N/O)C(=O)O the results were SW-620 104, HCT-15 104, HCC-2998 112, SNB-75 113, COLO 205 104, HCT-116 99, HT29 100, A498 111 and KM12 104.
For COC(=O)C1=C(C(=O)OC)C2C(C)=CC(C)=CN2C(C(=O)OC)=C1C(=O)OC (configuration not stated) the results were SW-620 110, HCT-15 104, SNB-75 81, COLO 205 107, HCT-116 96, HT29 105, A498 99 and KM12 102.
Screening COc1ccc(-c2nc3sccn3c2-c2ccnc(S(C)(=O)=O)n2)cc1 returned SW-620 91, HCT-15 84, HCC-2998 -55*, SNB-75 61, COLO 205 84, HCT-116 80, HT29 89, A498 120 and KM12 75.
Screening COc1ccc(/C=N/C2=NNC(C)(c3ccccc3O)N2C(Cc2c[nH]c3ccccc23)C(=O)O)cc1 (configuration not stated) returned SW-620 17, HCT-15 40, HCC-2998 48, SNB-75 33, COLO 205 8.4*, HCT-116 11, HT29 5.9*, A498 46 and KM12 13.
For Cc1[nH]nc2ccc3nc(-c4cn[nH]c4C(F)(F)F)c4c(c3c12)CCCC4 the results were SW-620 -31*, HCT-15 -4.6*, HCC-2998 -17*, SNB-75 -9.8*, COLO 205 -19*, HCT-116 -49*, HT29 5.1*, A498 -61* and KM12 9.1*.
For COc1ccc(-c2nc3ccc(-c4nnc(SCC(=O)Nc5ccc(C(C)=O)cc5)o4)cc3[nH]2)cc1OC the results were SW-620 100, HCT-15 93, HCC-2998 116, SNB-75 103, COLO 205 119, HCT-116 106, HT29 119, A498 104 and KM12 106.
Screening COc1ccc(-n2c(-c3ccccc3)c(-c3ccccc3)c3c(SCC(=O)n4nc(C)cc4C)ncnc32)cc1 returned SW-620 88, HCT-15 84, HCC-2998 89, COLO 205 83, HCT-116 77, HT29 91, A498 67 and KM12 82.
For O=c1cc(Cc2ccc([N+](=O)[O-])cc2)[nH]c(=O)[nH]1 the results were SW-620 103, HCT-15 97, HCC-2998 105, SNB-75 94, COLO 205 100, HCT-116 103, A498 110 and KM12 106.
COc1cc(CNC(=O)c2ccc(Br)cc2)ccc1O was read as SW-620 96, HCT-15 96, HCC-2998 109, SNB-75 69, COLO 205 105, HCT-116 97, HT29 101, A498 92 and KM12 100.
O=C(/C=C/c1cccc2ccccc12)c1ccc(NC(=O)c2ccccc2CN2C(=O)c3ccccc3C2=O)cc1 was read as SW-620 33, HCT-15 54, HCC-2998 109, SNB-75 61, COLO 205 101, HCT-116 39, HT29 42, A498 89 and KM12 41.
For COc1ccc(NC(=O)c2cc(OC)c3c(c2)OCO3)cc1O the results were SW-620 94, HCT-15 96, HCC-2998 96, SNB-75 101, COLO 205 116, HCT-116 96, A498 98 and KM12 77.
For O=c1c2cc(Cl)ccc2sc2c(OCCO)nc3ccccc3c12 the results were SW-620 103, HCT-15 94, HCC-2998 107, SNB-75 98, COLO 205 106, HCT-116 101, HT29 95, A498 105 and KM12 99.
Screening CCOC(=O)N1CCc2c(sc3ncnc(OCc4cn(CC(=O)Nc5ccc(C)cc5)nn4)c23)C1 returned SW-620 99, HCT-15 114, HCC-2998 110, SNB-75 69, HCT-116 94, HT29 102, A498 105 and KM12 109.
`COc1ccc(-c2nn(-c3ccccc3)cc2/C=C2\SC(N3CCN(c4ccccc4)CC3)=NC2=O)cc1` gave SW-620 104, HCT-15 101, HCC-2998 105, COLO 205 111, HCT-116 99, HT29 103, A498 106 and KM12 100.
Screening CCC(C)(C)c1ccc(OCCOC(C)=O)cc1 returned SW-620 102, HCT-15 103, HCC-2998 105, SNB-75 93, COLO 205 110, HCT-116 111, HT29 108, A498 78 and KM12 118.
Screening Cc1csc(NC(=O)c2ccc(/C=C3\SC(=S)N(C)C3=O)cc2)n1 returned SW-620 103, HCT-15 100, HCC-2998 99, COLO 205 108, HCT-116 95, HT29 94, A498 118 and KM12 78.
`CCCCCCCCCc1ccc(OC(=O)CCl)cc1` gave SW-620 110, HCT-15 112, HCC-2998 95, SNB-75 97, COLO 205 113, HCT-116 108, HT29 116, A498 92 and KM12 101.
Screening Cc1ccc2nc(NC(=O)CSC(=S)N3CCN(C)CC3)sc2c1 returned SW-620 106, HCT-15 102, SNB-75 91, COLO 205 105, HCT-116 97, HT29 106, A498 108 and KM12 111.
`O=C1N(O)C2(CCCCC2)/C(=N/O)C12CCCCC2` gave SW-620 114, HCT-15 106, HCC-2998 106, SNB-75 90, COLO 205 103, HCT-116 96, HT29 104, A498 112 and KM12 110.
`O=C(CSc1oc(-c2ccccc2)nc1S(=O)(=O)c1ccc(F)cc1)c1ccc(Cl)cc1` gave SW-620 101, HCT-15 89, HCC-2998 116, SNB-75 57, COLO 205 115, HCT-116 81, HT29 89, A498 46 and KM12 100.
For COc1ccc(-n2c(SCc3cc(OC)c(OC)c(OC)c3)nc3ccc(Cl)cc3c2=O)cc1 the results were SW-620 93, HCT-15 81, HCC-2998 99, COLO 205 106, HCT-116 67, HT29 83, A498 51 and KM12 81.
`C=C(C)[C@@H]1CC[C@]2(C)[C@H](CC[C@@H]3[C@H]4[C@H]5OC[C@@]4(CCC5(C)C)CC[C@]32C)[C@@]1(C)CCCN` gave SW-620 -45*, HCT-15 -80*, HCC-2998 -68*, SNB-75 95, COLO 205 -58*, HCT-116 4.7*, HT29 6.1*, A498 118 and KM12 24.
For CNC(=O)OCCC#N the results were SW-620 106, HCT-15 97, HCC-2998 104, COLO 205 100, HCT-116 102, HT29 105, A498 104 and KM12 108.
NNC(=O)c1cc(-c2ccc(Br)cc2)n(-c2ccc(S(N)(=O)=O)cc2)n1 was read as SW-620 93, HCT-15 97, HCC-2998 101, SNB-75 69, COLO 205 102, HCT-116 92, HT29 107, A498 69 and KM12 99.
`O=C(Cn1nnc(N2CCCCC2)n1)N/N=C/c1ccccc1O` gave SW-620 90, HCT-15 65, HCC-2998 80, SNB-75 89, COLO 205 111, HCT-116 82, HT29 100, A498 84 and KM12 81.
`CNC(=O)c1cc(Oc2cccc3nc(Nc4ccc(F)c(Cl)c4)ccc23)ccn1` gave SW-620 20, HCT-15 16, HCC-2998 101, SNB-75 88, COLO 205 44, HCT-116 18, HT29 81, A498 60 and KM12 63.
Screening O=[N+]([O-])c1cccc(-c2nc(N3CCOCC3)c3c4c(sc3n2)CCCC4)c1 returned SW-620 102, HCT-15 102, HCC-2998 102, SNB-75 88, COLO 205 91, HCT-116 89, HT29 90, A498 94 and KM12 101.
Screening C=CCN(CC=C)C(=O)OC(C)C returned SW-620 102, HCT-15 107, HCC-2998 111, SNB-75 100, COLO 205 116, HCT-116 107, HT29 112, A498 104 and KM12 114.
For Nc1cc(=O)n(Cc2ccccc2)c(N)c1C(=O)NCc1ccccc1 the results were SW-620 106, HCT-15 99, HCC-2998 104, SNB-75 87, COLO 205 109, HCT-116 108, HT29 104, A498 111 and KM12 104.
`CCCC(=O)C[n+]1ccccc1` gave SW-620 104, HCT-15 106, HCC-2998 99, SNB-75 100, COLO 205 115, HCT-116 106, HT29 96, A498 75 and KM12 106.
For CCCCC(=O)c1ccc(F)cc1 the results were SW-620 116, HCT-15 100, HCC-2998 111, SNB-75 108, COLO 205 114, HCT-116 103, HT29 109, A498 112 and KM12 111.
For O=C1CC(N2C(=O)/C(=C/C(Cl)=C\c3ccc([N+](=O)[O-])cc3)SC2=S)C(=O)N1c1ccc(Cl)cc1 (configuration not stated) the results were SW-620 3.4*, HCT-15 -8.8*, HCC-2998 -23*, SNB-75 17, COLO 205 4.0*, HCT-116 8.7*, HT29 4.2*, A498 55 and KM12 12.
For Cc1sc2nc(NC3CC(C)(C)NC(C)(C)C3)[nH]c(=O)c2c1C the results were SW-620 104, HCT-15 104, HCC-2998 96, SNB-75 66, COLO 205 89, HCT-116 93, HT29 99, A498 100 and KM12 93.
Screening Clc1cc2c(c(CSc3nc4ccccc4n4cccc34)c1)OCOC2 returned SW-620 94, HCT-15 71, HCC-2998 85, SNB-75 62, COLO 205 84, HCT-116 80, HT29 88, A498 102 and KM12 88.
Screening COc1cc(C(=O)c2c(N)ncn2-c2ccc(Cl)cc2)cc(OC)c1OC returned SW-620 115, HCT-15 90, HCC-2998 115, SNB-75 103, COLO 205 107, HCT-116 103, HT29 100, A498 89 and KM12 96.
`CCCCSc1nc2c([nH]1)c(=S)n(C)c(=O)n2C` gave SW-620 96, HCT-15 89, HCC-2998 107, SNB-75 100, COLO 205 104, HCT-116 90, HT29 94, A498 85 and KM12 89.
`COC(=O)/C(CCC=C(C)C)=C1\[C@@H](OC(C)=O)C[C@@]2(C)[C@H]1C[C@@H](O)[C@H]1[C@@]3(C)CC[C@H](NC(=O)c4cnccn4)[C@@H](C)[C@@H]3CC[C@@]12C` gave SW-620 104, HCT-15 96, HCC-2998 104, SNB-75 86, COLO 205 110, HCT-116 93, HT29 99, A498 108 and KM12 102.
`COc1ccc([C@@H]2Nc3cc(-c4cc(OC)c(OC)c(OC)c4)ccc3O[C@H]2CO)cc1OC` gave SW-620 101, HCT-15 94, HCC-2998 104, SNB-75 100, COLO 205 99, HCT-116 109, HT29 105, A498 117 and KM12 92.
For NC(=O)Cc1c[nH]c2ccccc12 the results were SW-620 94, HCT-15 99, HCC-2998 107, SNB-75 72, COLO 205 110, HCT-116 92, HT29 108, A498 96 and KM12 93.
`CCOC(=O)c1c[nH]c2ccc([N+](=O)[O-])cc2c1=O` gave SW-620 109, HCT-15 97, HCC-2998 90, SNB-75 102, COLO 205 102, HCT-116 96, A498 101 and KM12 103.
Screening O=C1/C(=C/c2cccs2)SC(=S)N1c1ccc(O)cc1 returned SW-620 105, HCT-15 93, HCC-2998 104, SNB-75 98, COLO 205 104, HCT-116 96, HT29 107, A498 95 and KM12 97.
Screening O=C1CCC23C=CC(O2)C(O)c2ccccc2N13 (configuration not stated) returned SW-620 107, HCT-15 102, HCC-2998 103, SNB-75 73, COLO 205 114, HCT-116 101, HT29 99, A498 111 and KM12 102.
CCOC(=O)c1cc2c([nH]1)-c1nc(Nc3ccccn3)sc1CCC2 was read as SW-620 57, HCT-15 44, HCC-2998 78, SNB-75 75, COLO 205 72, HCT-116 68, HT29 24, A498 63 and KM12 36.
C=Cc1c2c(c3ccc4c5ccccc5ccc4n13)C(=O)c1ccccc1C2=O was read as SW-620 112, HCT-15 84, HCC-2998 109, SNB-75 95, COLO 205 104, HCT-116 92, HT29 115, A498 179 and KM12 99.

Compound activity deposited in PubChem BioAssay by NCI.

Rows are unselected (roughly 12% active in at least one column).
